Assay outcomes: PubChem, National Center for Advancing Translational Sciences (NCATS)
PLK1 PBD block – PLK1 (human) polo-box domain binding inhibition | Potency, µM, without a hit: max response, negative = inhibition, hits mostly inhibitors | P53350 | 360,000 compounds, 2.8% hits | Plk1 PBD binding of FITC phosphopeptide, fluorescence polarization; further: potency means the concentration at half of the fitted maximal effect; series mostly up to about 57 µM; on the % scale 0 is the no-effect control and ±100 the full control effect; nearly all actives have a fitted effect of over 65% in size
Target sequence (P53350 whole entry, looked up, the tested form may be a part): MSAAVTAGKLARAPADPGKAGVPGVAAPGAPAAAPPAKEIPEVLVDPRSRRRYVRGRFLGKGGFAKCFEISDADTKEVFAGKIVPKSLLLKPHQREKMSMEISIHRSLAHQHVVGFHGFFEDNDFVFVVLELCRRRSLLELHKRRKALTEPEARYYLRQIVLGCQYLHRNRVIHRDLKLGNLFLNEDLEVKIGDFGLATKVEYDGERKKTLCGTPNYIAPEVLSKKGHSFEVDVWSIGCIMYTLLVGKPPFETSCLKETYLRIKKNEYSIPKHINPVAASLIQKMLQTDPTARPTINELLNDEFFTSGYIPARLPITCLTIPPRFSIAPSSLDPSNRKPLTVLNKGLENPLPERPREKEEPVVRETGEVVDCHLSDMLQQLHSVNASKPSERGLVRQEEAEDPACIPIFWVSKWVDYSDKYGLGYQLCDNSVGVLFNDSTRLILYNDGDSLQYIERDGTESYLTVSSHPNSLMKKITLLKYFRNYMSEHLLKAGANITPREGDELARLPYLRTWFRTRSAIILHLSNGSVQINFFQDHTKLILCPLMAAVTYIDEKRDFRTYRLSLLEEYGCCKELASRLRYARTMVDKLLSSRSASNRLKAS
Abeta rescue – A-beta toxicity reversal in yeast; Potency, µM (series often up to 46.1 µM), for the others: at the highest dose growth rescue, hits mostly activators; yeast expressing A-beta42, growth rescue, OD600, 48 h; response scale: 0% DMSO, 100% iron-clioquinol control; 410,000 compounds, 0.063% hits; AID 1347071; further: potency means the concentration at half of the fitted maximal effect; nearly all actives have a fitted effect of over 55% in size
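Yeast growth medium received pinned compounds, then yeast cells expressing toxic A-beta were added; plates incubated at 30 C for 48 hr. Growth read as absorbance at 600 nm, normalized to DMSO and equimolar FeCl3 plus clioquinol controls.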
IL2 activator – activators of IL-2; IL-2 activation reporter assay, cell-based qHTS; stimulated with anti-CD3/CD4/CD28 beads; in transgenic mouse T cells; activation, % (series mostly up to about 46 µM); 360,000 compounds, 0.065% hits; AID 652025; in the data active means activation above about 50%; inconclusive means mostly about 30% to 49%; further: 0% is about no effect
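Unstimulated transgenic mouse T cells; 60-min compound exposure; bead-based TCR/CD4/CD28 stimulation; 18 h culture, 37 degrees C; dual fluorescence (EGFP, DsRed) plate cytometry.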
WRN inhibitor – WRN helicase (human) inhibition; 360,000 compounds, 0.46% hits; Q14191; Potency, µM (series often up to 114 µM), for inactives: at the top dose activity change, negative = inhibition, hits mostly inhibitors; WRN helicase unwinding, fluorescent forked duplex, kinetic; AID 651768; further: potency means the concentration at half of the fitted maximal effect; on the % scale 0 is the no-effect control and ±100 the full control effect; nearly all actives have a fitted effect of over 55% in size
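Enzyme (20 nM final) and test compound sit together 15 min at room temperature before substrate addition. Substrate is a single-forked duplex oligonucleotide (100 nM) labelled with fluorophore and quencher, with 2 mM ATP; helicase unwinding raises red fluorescence, read kinetically.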
EPAC1 agonist – agonists of human EPAC1. Potency, µM (series often up to 154 µM), for inactives: top-dose activation, most hits filed as activators. EPAC1 agonist qHTS, biochemical assay; response scale: 100% = response to 6.5 mM cAMP. 360,000 compounds, 0.073% hits; further: potency means the concentration at half of the fitted maximal effect; nearly all actives have a fitted effect of over 60% in size
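EPAC1 100 nM, Rap1B–BODIPY-GDP 250 nM, unlabeled GDP 50 uM; compound titration; 5 min RT; kinetic read ex480/em540 at 5-min intervals ×30 min; data normalized to 6.5 mM cAMP agonist control.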
FUS suppressor – FUS proteinopathy suppression in yeast. Potency, µM (titrated, usually from 76.6 µM), without a hit: at the highest dose growth rescue (activation), actives largely listed as activators. 390,000 compounds, 0.24% hits. AID 1347120. S. cerevisiae FUS-expressing, growth rescue, OD600, 24 h;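 further: potency means the concentration at half of the fitted maximal effect; plate controls were DMSO vehicle for no effect and reference control for full effect; nearly all actives have a fitted effect of over 55% in size; some results filed as inactive show a strong effect at the top dose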
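FUS-expressing yeast, raffinose-pregrown, induced in 2% galactose minimal medium at OD 0.005; compounds in a dilution series, 24hr at 30C. Growth restoration read as absorbance at 600 nm. CP55940 positive control, DMSO negative.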
EPAC1 antagonist – EPAC1 (human) antagonism. O95398. Potency, µM (series often up to 115 µM), without a hit: top-dose activity change, negative = inhibition, hits mostly inhibitors. EPAC1 GEF assay, Rap1b-BODIPY-GDP exchange fluorescence. 360,000 compounds, 0.14% hits. AID 720709;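 further: potency means the concentration at half of the fitted maximal effect; plate controls were vehicle for no effect and positive control for full effect; nearly all actives have a fitted effect of over 50% in size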
PI5P4Ka inh – inhibitors of human PI5P4K alpha; 330,000 compounds, 1.2% hits; P48426; max response, %; PI5P4Kalpha enzyme, ADP-Glo luminescence, 60 min; active compounds read low; AID 652105; active means max response of -50% or lower; inconclusive means between -30% and -50%; inactive means -30% or higher; further: value at the top dose of about 77 µM; on the % scale 0 is the no-effect control and ±100 the full control effect
Target sequence (P48426 whole entry, looked up): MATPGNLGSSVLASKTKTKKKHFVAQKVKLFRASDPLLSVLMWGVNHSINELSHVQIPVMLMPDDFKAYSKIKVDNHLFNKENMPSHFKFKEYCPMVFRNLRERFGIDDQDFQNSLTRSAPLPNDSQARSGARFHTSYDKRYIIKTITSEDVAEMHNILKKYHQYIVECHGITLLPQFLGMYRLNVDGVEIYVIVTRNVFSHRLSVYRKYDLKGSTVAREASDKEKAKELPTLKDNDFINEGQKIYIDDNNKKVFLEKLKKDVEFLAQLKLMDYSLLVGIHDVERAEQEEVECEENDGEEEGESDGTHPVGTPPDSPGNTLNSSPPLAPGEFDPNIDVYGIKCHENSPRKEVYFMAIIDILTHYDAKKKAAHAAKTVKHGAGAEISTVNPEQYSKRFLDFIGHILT
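qHTS, 1536-well: enzyme/substrate mix, compound by pin tool, 5 microM ATP final; RT 60 min; ADP-Glo reagents 1 (45 min) then 2 (30 min); luminescence.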
* marks the source's active call; other numbers are inactive results; ? = inconclusive; · = no result given; & = joins results of further samples; [ ] = another dose, or the depositor's remark. Unless noted, the call rests on the fitted dose curve; in most records, active means well fitted curve in the direction sought with a large enough effect; inconclusive means small, poorly fitted or top-dose-only effect, or another doubt; inactive means no such curve, though single readings can be large; an effect the other way counts as inactive or inconclusive.

SMILES | PLK1 PBD block | Abeta rescue | IL2 activator | WRN inhibitor | EPAC1 agonist | FUS suppressor | EPAC1 antagonist | PI5P4Ka inh
COc1cccc(CNc2ccc(S(=O)(=O)Nc3nccs3)cc2)c1O | -17% | 2% | -0.9 | -10% | 9% | 40% | -13% | ·
Cc1cc(NC(=O)Cc2ccccc2[N+](=O)[O-])no1 | -13% | 1% | 0.2 | -1% | 8% | -3% | 1% | -3
COC(=O)c1cc(OC)c(OC)cc1N=CC1=C(O)CC(C)(C)CC1=O | 4% | 0% | 0.2 | -4% | -5% | -11% | -7% | 7
CCOc1cc(N2CCOCC2)c(OCC)cc1NC(=O)Cc1ccccc1 | -10% | 32% | -3.0 | 0% | -4% | 9% | -2% | -4
CCCc1n[nH]c2c1C(=O)C(C(=O)OC)C(C)(C)C2 (stereo unspecified) | 0% | 4% | -0.5 | 3% | 0% | -5% | 3% | 9
CC1(C)CC(=O)C2=C(C1)Nc1ccccc1NC2c1ccc([N+](=O)[O-])cc1 (stereo unspecified) | -16% | 8% | 0.0 | -8% | 8% | 15% | -2% | -6
CCOc1ccc2cc(C3CC(c4ccco4)=NN3S(C)(=O)=O)c(=O)[nH]c2c1 (stereo unspecified) | ? | 0% | -5.3 | -4%[11.6 µM] | -1% | ? | 12% | ?
CC(=O)Nc1ccc(CN2CCN(Cc3ccc(C)cc3)C(CCO)C2)cc1 (stereo unspecified) | -2% | · | 0.2 | 8% | -5% | -8% | -4% | -11
CC(=O)NC(C)(c1ccccc1)c1nc(-c2cccc(C(F)(F)F)c2)cs1 (stereo unspecified) | -6% | 17% | 0.3 | -2% | -16% | 28% | -20% | 13
COc1ccccc1N1CCN(CCS(=O)(=O)c2cc(Cl)ccc2Cl)CC1 | 3% | -41%[inhibitor] | -5.4 | 19% | 0% | -2% | 7% | 2
CCCCN1CC[C@H]2C=CC[C@@H](C(=O)Nc3ccc(Cl)cc3Cl)[C@H]2C1=O | 6% | -12% | -0.4 | -2% | 0% | ? | -3% | -1
O=C(NC(c1ccc(-c2ccccc2)cc1)c1cnccn1)C1CCN(CCOc2ccc(Cl)cc2Cl)CC1 (stereo unspecified) | -2% | -56%[inhibitor] | 0.2 | -10% | 1% | ? | -7% | 31
CC(C)NC(=O)N1Cc2cc(C(=O)NC3CCC3)nc(-c3cccc(-c4cncnc4)c3)c2[C@H]1CCO | -13% | -11% | 0.1 | -3% | -8% | 17% | 13% | -2
CCc1ccc(NC(=O)C(=O)c2ccccc2NC(C)=O)cc1 | -2% | 2% | -1.1 | 0% | 5% | · | 4% | 1
COc1ccc(OCc2cc(C(=O)NCC(C)(C)N3CCOCC3)no2)c(Cl)c1 | 5% | -5% | -2.0 | -6% | -1% | · | 6% | -1
CC(=O)NCC(=O)OCC(=O)Nc1nc(-c2ccccc2)cs1 | -20% | 0% | -1.2 | 5% | 7% | 9% | 1% | 1
COc1ccccc1C(=O)NC(=O)COC(=O)CCOc1ccc(C)cc1 | -10% | -2% | -3.1 | 3% | 8% | 24% | -4% | 10
COc1ccc(C(=O)NC(=S)NNC(=O)c2ccccc2O)cc1 | -12% | -4% | -1.7 | -7% | 0% | 31% | -3% | 6
Cc1ccc(NC(=O)CCC(=O)N2CCOCC2)nc1 | -6% | -9% | 0.3 | -1% | -6% | -4% | 6% | -8
CCOC(=O)c1nc(N)c(=O)n(-c2ccccc2)n1 | 3% | 3% | 0.2 | 6% | 1% | -12% | 16% | -2

Filtered by structure: the compounds so far containing a Cl atom.
SMILES | PLK1 PBD block | Abeta rescue | IL2 activator | WRN inhibitor | EPAC1 agonist | FUS suppressor | EPAC1 antagonist | PI5P4Ka inh
COc1ccccc1N1CCN(CCS(=O)(=O)c2cc(Cl)ccc2Cl)CC1 | 3% | -41%[inhibitor] | -5.4 | 19% | 0% | -2% | 7% | 2
CCCCN1CC[C@H]2C=CC[C@@H](C(=O)Nc3ccc(Cl)cc3Cl)[C@H]2C1=O | 6% | -12% | -0.4 | -2% | 0% | ? | -3% | -1
O=C(NC(c1ccc(-c2ccccc2)cc1)c1cnccn1)C1CCN(CCOc2ccc(Cl)cc2Cl)CC1 (stereo unspecified) | -2% | -56%[inhibitor] | 0.2 | -10% | 1% | ? | -7% | 31
COc1ccc(OCc2cc(C(=O)NCC(C)(C)N3CCOCC3)no2)c(Cl)c1 | 5% | -5% | -2.0 | -6% | -1% | · | 6% | -1

Returning to the listing; the four compounds before the break are reprinted first.
SMILES | PLK1 PBD block | Abeta rescue | IL2 activator | WRN inhibitor | EPAC1 agonist | FUS suppressor | EPAC1 antagonist | PI5P4Ka inh
COc1ccccc1C(=O)NC(=O)COC(=O)CCOc1ccc(C)cc1 | -10% | -2% | -3.1 | 3% | 8% | 24% | -4% | 10
COc1ccc(C(=O)NC(=S)NNC(=O)c2ccccc2O)cc1 | -12% | -4% | -1.7 | -7% | 0% | 31% | -3% | 6
Cc1ccc(NC(=O)CCC(=O)N2CCOCC2)nc1 | -6% | -9% | 0.3 | -1% | -6% | -4% | 6% | -8
CCOC(=O)c1nc(N)c(=O)n(-c2ccccc2)n1 | 3% | 3% | 0.2 | 6% | 1% | -12% | 16% | -2
CC(Cc1cnccn1)NC(=O)c1cc(COc2ccc(F)cc2F)on1 (stereo unspecified) | ? | 4% | 0.3 | 1% | 7% | -3% | 11% | 3
COc1cc(C)cc(C(=O)C=Cc2ccccc2)c1O | ? | -14% | -0.2 | -10% | 9% | 15% | ? | -8
CCc1nnc(NS(=O)(=O)c2ccc(N/C=C/C(=O)c3ccc(OC)cc3)cc2)s1 | -7% | 2% | -0.5 | -19% | -6% | 8% | -25% | -10
O=S(=O)(c1cccs1)N1CN(C2CCCCC2)c2nc3ccccc3nc21 | 0% | 3% | -0.3 | -15% | 2% | 16% | -14% | 10
CCc1cccc(NC(=O)CCC(=O)O)c1 | 2% | 5% | 1.8 | -2% | 5% | -9% | -9% | 5
Cc1cccc(OCC(=O)OC(C)C(=O)Nc2ccc(S(=O)(=O)N3CCCCC3)cc2)c1 (stereo unspecified) | 0% | 25% | -4.2 | -21% | 3% | 34% | -17% | 24
O=C(NNC(=O)c1ccccc1)C(=O)N1CCCCC1 | -5% | 2% | -0.9 | 8% | 0% | 17% | -20% | ·
Cc1c(NC2=NC(C)(C)Cc3ccccc32)c(=O)n(-c2ccccc2)n1C | -4% | 15% | 0.8 | 1% | 0% | -11% | -6% | -5
CCc1ccccc1NC(=S)N1CCN(c2ccccc2F)CC1 | -1% | ? | 0.2 | 6% | -4% | 8% | -8% | -1
CC(=O)/C(N=Nc1nc2c([nH]1)c(=O)n(C)c(=O)n2C)=C(\C)O | -12% | 7% | -1.3 | ? | 1% | 2.2µM* | -11% | -25
COc1ccccc1N1CCN(CC(=O)Nc2c(C)n(C)n(-c3ccccc3)c2=O)CC1 | -8% | 6% | -1.8 | -10% | 4% | 5% | -22% | -3
CC(NC(=O)C1CCN(S(=O)(=O)c2ccc3c(c2)NC(=O)CO3)CC1)c1ccccc1 (stereo unspecified) | -1% | -2% | -1.6 | -7% | -10% | 6% | 23% | -1
CCOC(=O)Cn1nnnc1CN(Cc1ccc(OC)cc1)Cc1cc2cc(C)cc(C)c2[nH]c1=O | -8% | -3% | 1.7 | -3% | 3% | -18% | 5% | ·
Cc1cccc(S(=O)(=O)Nc2nc3ccccc3nc2OC(C)C)c1 | 2% | 3% | -2.3 | -4% | -1% | 20% | -6% | 7
COC(=O)c1c(C(=O)OC)c(-c2ccc(Cl)c(Cl)c2)n2c1CCC2 | -7% | -11% | -2.9 | -12% | 19% | 14% | -8% | ·
CO/N=C/C(c1ncc(C(F)(F)F)cc1Cl)S(=O)(=O)c1ccccc1 (stereo unspecified) | 4% | 7% | -1.3 | -3% | -1% | -12% | -6% | 5
CC(=O)c1ccc(S(=O)(=O)N2CCN(c3nc4c(C)c(C)ccc4cc3C#N)CC2)cc1 | -7% | 2% | -2.1 | 8% | -2% | 21% | 9% | ·
O=C(Nc1ccc(C(=O)N2CCCC2)cc1)c1ccc2c(c1)OCO2 | -6% | -32% | -2.9 | -6% | -10% | 27% | 11% | ·
Cc1cccc(C)c1NC(=O)Cn1c(=O)n(CCC(=O)NCc2ccco2)c(=O)c2sccc21 | 0% | 6% | -3.5 | 3% | -1% | 28% | 12% | ·
CCCC(=O)Nc1c(-c2ccccc2Cl)c(=O)c2ccccc2n1C | 3% | -5% | -2.0 | 0% | 2% | -26% | 5% | 0
Cc1ccc(S(=O)(=O)N(C)CC(=O)O/N=C(\N)c2cccnc2)cc1 | -5% | 2% | -1.9 | -33% | 6% | · | -5% | 6
Fc1c(CSC(=S)N2CCOCC2)cccc1CSC(=S)N1CCOCC1 | -11% | -9% | -0.1 | -4% | 4% | 26% | -10% | 5
CCCCN(Cc1nc2ccccc2c(=O)[nH]1)C(=O)c1nn(C)c(=O)c2ccccc12 | -4% | -3% | 0.0 | -5% | -11% | 7% | 0% | 3
CCC1CCCCN1CCCNC(=O)CN1C(=O)CSc2ccc(S(=O)(=O)N3CCC(C)CC3)cc21 (stereo unspecified) | -7% | 10%&8% | -4.3 | 9% | -8% | 22%&23% | 7% | 1
O=C(NCc1ccccn1)C(=O)N/N=C/c1ccccc1O | -10% | -9% | 2.7 | -2% | -1% | -11% | -37% | 1
Cc1ccc(NC(=O)Cn2c(=O)c3cccn3c3ccccc32)cc1 | 0% | 1% | -2.1 | -4%[57.1 µM] | -2% | 3% | 18% | 4
CCOC(=O)c1cccc(NC(=O)c2ccc(NC(=O)C3CCCO3)cc2)c1 (stereo unspecified) | 6% | -1% | -0.1 | 3% | 3% | 15% | 1% | 4
CCc1ccc(C(O)c2ncc(-c3cccc(F)c3)[nH]2)cc1 (stereo unspecified) | -4% | -8% | -0.1 | -3% | -7% | -27% | -5% | -1
COc1cccc(C2=CC(c3cccc(OC)c3OC(F)F)n3nnnc3N2)c1 (stereo unspecified) | 1% | 19% | -0.4 | 3% | -4% | 22% | 2% | -8
CCOc1ccc(NC2OC(C)C(O)C(O)C2O)c([N+](=O)[O-])c1 (stereo unspecified) | -7% | -4% | -0.8 | -4%[57.1 µM] | -3% | -9% | -11% | 5
